Screens as filed in PubChem BioAssay.
OX1R antag: antagonists of human orexin 1 receptor. O43613. CHO/OX1R cells, Fluo-8 calcium fluorescence, orexin A. inhibition, % at 5 µM. 330,000 compounds, 0.43% hits. AID 434989;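 active = inhibition above its plate's threshold, mean inhibition of all tested compounds on the plate plus 3 SD, cut at about 37% in these data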;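 note: 0% = orexin A challenge wells and 100% = SB-334867-A antagonist wells; not every result past the cut was called active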
Target sequence (O43613 whole entry, looked up): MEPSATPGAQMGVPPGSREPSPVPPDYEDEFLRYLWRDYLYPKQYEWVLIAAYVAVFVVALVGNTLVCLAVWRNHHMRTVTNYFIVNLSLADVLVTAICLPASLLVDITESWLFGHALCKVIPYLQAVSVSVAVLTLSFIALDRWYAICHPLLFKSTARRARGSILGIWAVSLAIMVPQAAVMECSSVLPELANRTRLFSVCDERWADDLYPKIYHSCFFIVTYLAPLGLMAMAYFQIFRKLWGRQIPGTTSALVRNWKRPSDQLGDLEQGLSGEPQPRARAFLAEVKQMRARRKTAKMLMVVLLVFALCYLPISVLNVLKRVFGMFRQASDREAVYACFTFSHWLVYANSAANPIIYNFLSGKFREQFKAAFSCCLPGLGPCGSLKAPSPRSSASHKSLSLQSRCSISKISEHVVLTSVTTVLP
CHT PAM: allosterically activates the human high affinity choline transporter | 310,000 compounds, 0.49% hits | CHT-expressing cells, membrane potential dye, choline EC20; active compounds read high; LV-AA mutant CHT in HEK293 cells | AID 488977 | B-score at 10 µM;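 active = initial fluorescence not abnormally high and integrated response B-score, plate-corrected, over 3 SD above library mean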
Target sequence (Q9GZV3 whole entry, looked up): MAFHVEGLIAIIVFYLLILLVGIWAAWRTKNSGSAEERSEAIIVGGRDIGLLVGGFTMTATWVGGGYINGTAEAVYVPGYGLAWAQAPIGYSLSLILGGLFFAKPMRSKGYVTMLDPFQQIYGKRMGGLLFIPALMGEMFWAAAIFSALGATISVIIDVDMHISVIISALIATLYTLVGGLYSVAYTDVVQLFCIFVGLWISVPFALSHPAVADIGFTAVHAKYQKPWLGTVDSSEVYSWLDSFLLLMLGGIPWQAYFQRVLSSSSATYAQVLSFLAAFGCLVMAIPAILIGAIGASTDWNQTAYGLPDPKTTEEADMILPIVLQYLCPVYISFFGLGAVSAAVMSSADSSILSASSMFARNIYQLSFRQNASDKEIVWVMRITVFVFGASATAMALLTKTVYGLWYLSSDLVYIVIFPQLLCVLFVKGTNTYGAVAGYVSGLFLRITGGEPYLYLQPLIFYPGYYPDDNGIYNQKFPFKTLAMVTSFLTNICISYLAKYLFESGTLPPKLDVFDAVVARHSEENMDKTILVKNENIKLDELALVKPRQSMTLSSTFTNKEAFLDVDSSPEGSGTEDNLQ
The depositor's hits bear a star.

`COc1ccccc1C(=O)NNC(=O)c1csc(N2CCOCC2)n1` gave OX1R antag 6 and CHT PAM inactive.
Screening COc1ccccc1-c1noc(CSc2nc(C)cc(=O)[nH]2)n1 returned OX1R antag 12 and CHT PAM inactive.
OCC1(CC2CCCCO2)CCN(Cc2ccccc2-c2ccco2)CC1 (stereo not drawn) was read as OX1R antag -43 and CHT PAM inactive.
COc1cccc(OCCNS(=O)(=O)c2cccc([N+](=O)[O-])c2)c1 was read as OX1R antag -9 and CHT PAM inactive.
Screening O=c1c(Cc2ccc(F)cc2)c(O)ccn1CCCn1ccnc1 returned OX1R antag -8 and CHT PAM inactive.
Screening COc1ccc(NC(=O)COc2ncnc3ccccc23)cc1S(=O)(=O)N1CCOCC1 returned OX1R antag -14 and CHT PAM inactive.
`CCOc1ccc(CC(=O)Nc2ccc(S(=O)(=O)N3CCCC3)cc2)cc1` gave OX1R antag -22 and CHT PAM inactive.
For Cc1ccc(OCCn2c(SCCO)nc3c(N)ncnc32)cc1 the results were OX1R antag -15 and CHT PAM inactive.
Cc1ncc(CO)c(/C=N/NC(=O)c2ccc(Br)cc2)c1O was read as OX1R antag -3 and CHT PAM inactive.
`Cn1cc(C(F)(F)F)nc1-c1ccc(OCC(O)CNCCOc2ccc(O)c(C(N)=O)c2)cc1` (stereo not drawn) gave OX1R antag -4 and CHT PAM inactive.
Screening CCc1ccc(OCCOCCN2CCN(C)CC2)cc1 returned OX1R antag -8 and CHT PAM inactive.
Screening CC(C)c1nnc(SCC(=O)N2CCc3ccccc32)n1N returned OX1R antag -8 and CHT PAM inactive.
`COc1cc(OC)cc(C(=O)N[C@H](C(=O)OCC(=O)Nc2ccc(F)c(F)c2)C(C)C)c1` gave OX1R antag -31 and CHT PAM inactive.
Screening CCC1Oc2ccc(C)cc2N(CC(=O)NCCCN2CCCC2)C1=O (stereo not drawn) returned OX1R antag 0 and CHT PAM inactive.
For O=C1CCCN1CC1CCN(Cc2nc(CC3CC3)no2)CC1 the results were OX1R antag -3 and CHT PAM inactive.
CCOc1ccc(S(=O)(=O)N2CCC(C(=O)OC(C)C(=O)NC3CCCCC3C)CC2)cc1 (stereo not drawn) was read as OX1R antag -12.
For COc1cc(C2C3=C(Nc4nc(N)[nH]c(=O)c42)c2ccccc2C3=O)ccc1O (stereo not drawn) the results were OX1R antag -4 and CHT PAM inactive.
Screening CS(=O)(=O)N1CCN(C(=O)c2ccccc2)C1 returned OX1R antag -2 and CHT PAM inactive.
Screening Cc1cccc(NC(=O)C(=O)NCCCN2CCOCC2)c1 returned OX1R antag -5 and CHT PAM inactive.
For Fc1cccc(NC(=S)NCc2ccccn2)c1 the results were OX1R antag -7 and CHT PAM inactive.
Screening COc1ccc(-c2nc(CS(=O)(=O)CC(=O)NCc3ccc4c(c3)OCO4)c(C)o2)cc1 returned OX1R antag -18 and CHT PAM inactive.
Screening CCN(CC)c1ccc(/C=N/N2CCN(c3ccccc3OC)CC2)cc1 returned OX1R antag -7 and CHT PAM inactive.
`CCc1nn(CC(=O)N2CCN(CC)CC2)c(=O)c2cccn12` gave OX1R antag -1 and CHT PAM inactive.
Cc1ccc(N2CC(NS(=O)(=O)c3cccs3)CC2=O)cc1 (stereo not drawn) was read as OX1R antag -18 and CHT PAM inactive.
`O=C(CC1(O)C(=O)Nc2ccccc21)c1ccc2c(c1)OCO2` (stereo not drawn) gave OX1R antag 16 and CHT PAM inactive.
Cc1ccc(-n2ncc3c(SCc4ccccn4)ncnc32)c(C)c1 was read as OX1R antag -19 and CHT PAM inactive.
CCN(CC(=O)NC(C)(C)C)C(=O)CN1c2cccc3cccc(c23)S1(=O)=O was read as OX1R antag -4 and CHT PAM inactive.
Cc1nc2ccc(NC(=O)COc3ccccc3[N+](=O)[O-])cc2s1 was read as OX1R antag -34 and CHT PAM inactive.
CC(C)(C)C1CCC(C(=O)OCC(=O)c2ccc[nH]2)CC1 (stereo not drawn) was read as OX1R antag -21 and CHT PAM inactive.
`CCOc1ccc(-c2ccc(SCC)nn2)cc1` gave OX1R antag -21 and CHT PAM inactive.
Screening Cc1cccc(NS(=O)(=O)c2cccc3nonc23)c1 returned OX1R antag -11 and CHT PAM inactive.
For COCCCn1c(SCC(=O)NC2CCCC2)nnc1-c1ccncc1 the results were OX1R antag -12 and CHT PAM inactive.
For C=C1CC2C(=O)N(Cc3ccccc3)C(C(=O)OCC)(C(=O)OCC)C1N2C(=O)OC(C)(C)C (stereo not drawn) the results were OX1R antag -28 and CHT PAM inactive.
For O=C(N/N=C/c1ccc[nH]1)c1ccc(COc2cccc3cccnc23)cc1 the results were OX1R antag -16 and CHT PAM inactive.
Cc1onc(-c2c(F)cccc2Cl)c1C(=O)Nc1sc2c(c1C(N)=O)CCC2 was read as OX1R antag -13 and CHT PAM inactive.
C/C(=N\NC(=O)C(=O)N/N=C(\C)c1cccc(O)c1)c1cccc(O)c1 was read as OX1R antag -8 and CHT PAM inactive.
For COc1ccc(N2CC(C(=O)NCCC3=CCCCC3)CC2=O)cc1 (stereo not drawn) the results were OX1R antag -7 and CHT PAM inactive.
Screening O=C(COC(=O)c1ccc([N+](=O)[O-])o1)NCCc1ccccc1 returned OX1R antag 6.
`Cc1cc(S(=O)(=O)NCC(C)C)ccc1OCC(=O)N1CCOCC1` gave OX1R antag -4 and CHT PAM inactive.
`CCN1CCN(c2ncnc3scc(-c4ccc(OC)cc4)c23)CC1` gave OX1R antag -20 and CHT PAM inactive.
Cc1ccc(N(C(=O)CCC(=O)Nc2ccccn2)C(C(=O)NC(C)C)c2ccc(F)cc2)cc1 (stereo not drawn) was read as OX1R antag -16 and CHT PAM inactive.
`COc1ccc(N(C)S(=O)(=O)c2cccc(C(=O)N(C)Cc3ccc(C)o3)c2)cc1` gave OX1R antag -2 and CHT PAM inactive.
For O=C(O)CCc1ccc(-c2cccs2)o1 the results were OX1R antag -10 and CHT PAM inactive.
For CCN(CC)S(=O)(=O)c1ccc(N2CCOCC2)c(NC(=O)CN2C(=O)NC(C)(c3ccccc3)C2=O)c1 (stereo not drawn) the results were OX1R antag -5 and CHT PAM inactive.
O=C(c1csc2c1CCCC2)n1cccn1 was read as OX1R antag -7 and CHT PAM inactive.
`CC1C(=O)N(Cc2ccc([N+](=O)[O-])cc2)c2ccccc2N1C(=O)C1CC1` (stereo not drawn) gave OX1R antag -24 and CHT PAM inactive.
`O=C(NCC1CCCO1)c1ccc(CS(=O)(=O)c2c(Cl)cccc2Cl)o1` (stereo not drawn) gave OX1R antag 2 and CHT PAM inactive.
`Cn1c(=O)cc(SCC(=O)Nc2cccnc2)c2ccccc21` gave OX1R antag -23 and CHT PAM inactive.
`Cc1ccc(S(=O)(=O)NCCC(=O)NC2CCN(Cc3ccccc3)CC2)cc1` gave OX1R antag -28 and CHT PAM inactive.
For C/C(=N\NC(=O)c1c([N+](=O)[O-])c(C)nn1C)c1ccc(NC(=O)C2CCCC2)cc1 the results were OX1R antag -12 and CHT PAM inactive.
Cc1nnc(N=c2ssnc2Cl)o1 was read as OX1R antag 17.
`O=C(Nn1cnnc1)c1ccc(Cl)cc1` gave OX1R antag 0 and CHT PAM inactive.
For COc1ccccc1CC(NC(C)=O)C(=O)NC1CCN(C(=O)Nc2ccccc2Cl)CC1 (stereo not drawn) the results were OX1R antag -7 and CHT PAM inactive.
Screening Cc1ccc(C(=O)NCCNC(=O)c2cnccn2)cc1 returned OX1R antag -2 and CHT PAM inactive.
`Cc1ccc(S(=O)(=O)N2CCC(C(=O)NCCN3CCCCCC3)CC2)cc1` gave OX1R antag -5 and CHT PAM inactive.
For COC(=O)C12CCC3(SCCS3)C(C(=O)OC)(CCC13SCCS3)C2 the results were OX1R antag -9 and CHT PAM inactive.
Screening Cc1ccnc(NS(=O)(=O)c2ccc(NS(=O)(=O)c3ccc([N+](=O)[O-])cc3)cc2)n1 returned OX1R antag -2 and CHT PAM inactive.
For CC(C)C[C@H](NC(=O)c1nc[nH]c1C(=O)NCC(=O)OCc1ccccc1)C(=O)OCc1ccccc1 the results were OX1R antag -21 and CHT PAM inactive.
`N#Cc1c2n(c3c(=O)[nH]cnc13)CCCC2` gave OX1R antag 7 and CHT PAM inactive.
`CCOC(=O)c1ccc(N2C(=O)CC(Sc3nnc(C)s3)C2=O)cc1` (stereo not drawn) gave OX1R antag -11 and CHT PAM inactive.

Ordered by SMILES length (rising): some entries from above.
`CCOc1ccc(-c2ccc(SCC)nn2)cc1` gave OX1R antag -21 and CHT PAM inactive.
`N#Cc1c2n(c3c(=O)[nH]cnc13)CCCC2` gave OX1R antag 7 and CHT PAM inactive.
Screening CS(=O)(=O)N1CCN(C(=O)c2ccccc2)C1 returned OX1R antag -2 and CHT PAM inactive.
For O=C1CCCN1CC1CCN(Cc2nc(CC3CC3)no2)CC1 the results were OX1R antag -3 and CHT PAM inactive.
Screening O=c1c(Cc2ccc(F)cc2)c(O)ccn1CCCn1ccnc1 returned OX1R antag -8 and CHT PAM inactive.
For COCCCn1c(SCC(=O)NC2CCCC2)nnc1-c1ccncc1 the results were OX1R antag -12 and CHT PAM inactive.
Cc1ccc(N2CC(NS(=O)(=O)c3cccs3)CC2=O)cc1 (stereo not drawn) was read as OX1R antag -18 and CHT PAM inactive.
Screening CCC1Oc2ccc(C)cc2N(CC(=O)NCCCN2CCCC2)C1=O (stereo not drawn) returned OX1R antag 0 and CHT PAM inactive.
Cc1nc2ccc(NC(=O)COc3ccccc3[N+](=O)[O-])cc2s1 was read as OX1R antag -34 and CHT PAM inactive.
For COC(=O)C12CCC3(SCCS3)C(C(=O)OC)(CCC13SCCS3)C2 the results were OX1R antag -9 and CHT PAM inactive.
`CCOc1ccc(CC(=O)Nc2ccc(S(=O)(=O)N3CCCC3)cc2)cc1` gave OX1R antag -22 and CHT PAM inactive.
`O=C(NCC1CCCO1)c1ccc(CS(=O)(=O)c2c(Cl)cccc2Cl)o1` (stereo not drawn) gave OX1R antag 2 and CHT PAM inactive.
Cc1onc(-c2c(F)cccc2Cl)c1C(=O)Nc1sc2c(c1C(N)=O)CCC2 was read as OX1R antag -13 and CHT PAM inactive.
For COc1ccccc1CC(NC(C)=O)C(=O)NC1CCN(C(=O)Nc2ccccc2Cl)CC1 (stereo not drawn) the results were OX1R antag -7 and CHT PAM inactive.
`COc1cc(OC)cc(C(=O)N[C@H](C(=O)OCC(=O)Nc2ccc(F)c(F)c2)C(C)C)c1` gave OX1R antag -31 and CHT PAM inactive.
Screening Cc1ccnc(NS(=O)(=O)c2ccc(NS(=O)(=O)c3ccc([N+](=O)[O-])cc3)cc2)n1 returned OX1R antag -2 and CHT PAM inactive.
For CCN(CC)S(=O)(=O)c1ccc(N2CCOCC2)c(NC(=O)CN2C(=O)NC(C)(c3ccccc3)C2=O)c1 (stereo not drawn) the results were OX1R antag -5 and CHT PAM inactive.

Following part
`Cc1ccc(OCC(=O)c2cc(C)n(Cc3cccs3)c2C)c([N+](=O)[O-])n1` gave OX1R antag 21 and CHT PAM inactive.
For O=C(COc1ccc([N+](=O)[O-])cc1)Nc1ccc2c(c1)nc1n2CCOC1 the results were OX1R antag -7 and CHT PAM inactive.
`O=C(Nc1ccncc1)c1ccc(C(=O)Nc2ccncc2)cc1` gave OX1R antag -11 and CHT PAM inactive.
`NC(=O)[C@@H]1CCCN1Cc1c(C(=O)N2CCN(C3CCCCC3)CC2)nc2ccccn12` gave OX1R antag -10 and CHT PAM inactive.
CCN(c1ccc(OC)cc1)S(=O)(=O)N1CCCC(C(=O)NCc2ccccc2Br)C1 (stereo not drawn) was read as OX1R antag -10 and CHT PAM inactive.
`Cc1ccc2oc(-c3cccc(NC(=S)NC(=O)c4cccs4)c3)nc2c1` gave OX1R antag -14 and CHT PAM inactive.
`Cc1ccc(C2C(C#N)=C(N)Oc3n[nH]c(-c4cccs4)c32)s1` (stereo not drawn) gave OX1R antag -22 and CHT PAM inactive.
O=C(c1ccccc1)c1ccc(OCC(O)CNC2CCCc3ccccc32)cc1 (stereo not drawn) was read as OX1R antag -24 and CHT PAM inactive.
Screening CC(=O)n1c(C=Nc2ccc(Cl)cc2)c(O)c2ccccc21 returned OX1R antag -7 and CHT PAM inactive.
`Cc1cc(C)cc(NC(=O)c2ccc(NC(=O)C3C4CC5OC(=O)C3C5C4)cc2)c1` (stereo not drawn) gave OX1R antag -17 and CHT PAM inactive.
Screening Cc1ccc(-n2ncc3c(NCc4ccc5c(c4)OCO5)ncnc32)c(C)c1 returned OX1R antag -23 and CHT PAM inactive.
For CCCSC(=S)NC1CCS(=O)(=O)C1 (stereo not drawn) the results were OX1R antag -9 and CHT PAM inactive.
CCC(C)(C)C1CCC(=NNc2nc3ccccc3[nH]2)CC1 (stereo not drawn) was read as OX1R antag -26 and CHT PAM inactive.
Screening CCC(c1nnnn1CCc1ccccc1)N(Cc1ccco1)Cc1cc2cc(C)cc(C)c2[nH]c1=O (stereo not drawn) returned OX1R antag -20 and CHT PAM inactive.
Screening Cc1csc(=O)n1CCC(=O)OCC(=O)Nc1cccc(C#N)c1 returned OX1R antag -7 and CHT PAM inactive.
`c1ccc(CN2CCN(c3ncccn3)CC2)cc1` gave OX1R antag -8 and CHT PAM inactive.
Screening CSCC(CO)NS(=O)(=O)c1ccc(C)cc1 (stereo not drawn) returned OX1R antag -2 and CHT PAM inactive.
Screening Cc1ccc2cc(CCNC(=O)c3cccs3)c(=O)[nH]c2c1C returned OX1R antag -38 and CHT PAM inactive.
COc1ccc(S(=O)(=O)N(C)CC(=O)NCc2ccco2)cc1OC was read as OX1R antag -15 and CHT PAM inactive.
`CCOc1cc(C)c(S(=O)(=O)N2CCCC2)cc1C` gave OX1R antag -17 and CHT PAM inactive.
COc1ccc(CCN(Cc2nc3ccccc3c(=O)[nH]2)C(=O)C2CC2)cc1 was read as OX1R antag -20 and CHT PAM inactive.
O=C(c1ccco1)c1cc2c(ccc3ccccc32)oc1=O was read as OX1R antag -4 and CHT PAM inactive.
Screening COc1ccc(Cl)cc1NC(=O)CSc1nnc(COc2ccccc2)n1C returned OX1R antag -7 and CHT PAM inactive.
For O=c1c2ccccc2nnn1CSc1nnc(Nc2ccccc2)s1 the results were OX1R antag -29 and CHT PAM inactive.
